SKN-1 inh – C. elegans SKN-1 inhibition; C. elegans VP596 Pgst-4::GFP/RFP ratio, acrylamide-induced, 24 h; inhibition, % at 21.8 µM; hit rate 0.49% among 360,000; AID 624304;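 active = interference check ratio from 0.5 to 1.5 plus GFP to RFP signal ratio inhibition reaching or exceeding a fixed threshold, cut at about 30% in these data, passing the limit was not always enough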; also: some compounds called inactive have numbers as strong as hits
TbMetRS inhib – Trypanosoma brucei MetRS inhibition; purified T. brucei MetRS, ATP depletion, Kinase-Glo luminescence; inhibition, % at 11.9 µM; hit rate 0.4% among 360,000; AID 624268;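 active = inhibition above a per-plate cutoff of the control wells' mean inhibition plus 3 SD, cut at about 5.5% in these data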;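 also: 0% = DMSO wells median and 100% = median of wells with control inhibitor compound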
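Dosing: 11.9 µM compound single dose, 0.9% DMSO; Assay system: purified T. brucei MetRS enzyme; Measured by: Kinase-Glo luciferase luminescence reporting remaining unconsumed ATP; Schedule: 15 min plus 2 h at 25 °C.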
DNMT1 block – blocks human DNA methyltransferase DNMT1; P26358; DNMT1 molecular beacon, Hinp1I cleavage, fluorescence; inhibition (reported as % activation of signal), % at 10 µM; hit rate 0.83% among 360,000; in the data active = inhibition above about 50%
Neddyl block – cullin neddylation inhibition; P61081+Q13564; TR-FRET cullin neddylation, biochemical; calls only at 25 µM; hit rate 0.58% among 360,000; AID 651699; in the data active = inhibition above about 36%
Scp-1 inhibitor – Scp-1 (human) phosphatase inhibition; Q9GZU7; Recombinant Scp1, phosphopeptide, malachite green phosphate absorbance; inhibition, % at 20 µM; hit rate 0.88% among 340,000; AID 493091;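 active = inhibition above about 50% at 20 µM, limit read from the data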;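 also: plate controls were DMSO wells with enzyme for no effect and wells lacking enzyme for full effect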
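Test system – truncated SCP-1 phosphatase (76-261aa) · Reagent – Phosphorylated 17-residue peptide substrate · Incubation – 45 min room-temperature reaction, 5 min colour, 30 min stabiliser · Detection – colorimetric phosphate reagent with accelerator and stabiliser, absorbance at 630 nm · Measure – % inhibition at 20 µM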
NRP1-CendR mod – modulators of CendR peptide binding to human neuropilin-1; FAM-RPARPAR peptide binding to NRP-1, fluorescence polarization; inhibition, % at 25 µM; hit rate 0.85% among 360,000;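 active = inhibition or corrected inhibition above about 18%, plus a signal ratio from 0.5 to 1.5, limit read from the data, passing the limit was not always enough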; also: strong numbers were not always called active
Target sequence (O14786 whole entry, looked up): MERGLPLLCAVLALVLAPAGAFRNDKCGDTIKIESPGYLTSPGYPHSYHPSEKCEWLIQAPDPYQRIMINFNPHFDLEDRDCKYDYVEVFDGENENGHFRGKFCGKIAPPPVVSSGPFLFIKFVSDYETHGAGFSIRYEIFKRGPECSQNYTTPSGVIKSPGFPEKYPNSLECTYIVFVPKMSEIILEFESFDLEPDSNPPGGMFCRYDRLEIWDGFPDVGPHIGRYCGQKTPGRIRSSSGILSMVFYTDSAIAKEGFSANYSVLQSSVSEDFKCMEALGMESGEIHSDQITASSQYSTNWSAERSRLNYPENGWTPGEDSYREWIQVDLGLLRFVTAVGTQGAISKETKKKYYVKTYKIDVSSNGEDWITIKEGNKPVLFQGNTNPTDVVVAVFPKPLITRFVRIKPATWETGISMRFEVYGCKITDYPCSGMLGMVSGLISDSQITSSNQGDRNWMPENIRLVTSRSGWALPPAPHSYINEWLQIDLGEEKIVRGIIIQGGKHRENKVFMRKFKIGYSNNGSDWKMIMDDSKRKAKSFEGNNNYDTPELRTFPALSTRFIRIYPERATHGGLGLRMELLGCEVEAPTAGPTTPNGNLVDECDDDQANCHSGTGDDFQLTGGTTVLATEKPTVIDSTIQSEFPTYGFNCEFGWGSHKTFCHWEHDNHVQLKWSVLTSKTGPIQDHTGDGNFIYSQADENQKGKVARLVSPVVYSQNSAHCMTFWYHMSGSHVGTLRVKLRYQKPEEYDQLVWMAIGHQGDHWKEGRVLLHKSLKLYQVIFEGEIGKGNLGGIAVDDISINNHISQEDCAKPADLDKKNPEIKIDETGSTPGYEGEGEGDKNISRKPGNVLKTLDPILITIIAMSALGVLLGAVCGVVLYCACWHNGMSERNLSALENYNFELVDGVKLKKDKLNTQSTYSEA
SUMO1-SIM PPI – alters human SUMO1 binding to SIM partners; SUMO1 binding to a labelled peptide, TR-FRET, 1 h; inhibition, % at 20 µM; hit rate 0.33% among 360,000; AID 602429; in the data active = inhibition above about 37%
Target sequence (P63165 whole entry, looked up): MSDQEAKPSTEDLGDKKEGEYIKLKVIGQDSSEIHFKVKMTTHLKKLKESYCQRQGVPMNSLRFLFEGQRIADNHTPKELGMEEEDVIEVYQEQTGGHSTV
LMPTP inh – LMPTP (human) inhibition; P24666; hit rate 0.22% among 360,000; AID 651560; inhibition, % at 20 µM; recombinant LMPTP-A, OMFP fluorogenic substrate, fluorescence intensity;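 active = compounds that cut the enzyme signal by at least half of the control window in the single-dose screen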;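 also: plate controls were DMSO wells with enzyme plus substrate for no effect and substrate without enzyme for full effect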
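material = LMPTP-A | quantity = 0.625 nM enzyme | reagent = OMFP substrate, 400 µM final | buffer or medium = Bis-Tris pH 6.0, DTT, detergent | detection = endpoint fluorescence intensity from OMFP dephosphorylation | dosing = single 20 µM dose | read-out basis = % inhibition relative to no-enzyme and uninhibited control wells | control set = no-enzyme and uninhibited controls | timing = 50 min at room temperature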
NadD inh – blocks S. aureus nicotinate mononucleotide adenylyltransferase; purified NadD enzyme, colorimetric absorbance read-out; inhibition, % at 20 µM; hit rate 0.78% among 360,000; in the data active = inhibition above about 26%; also: some compounds past the cut are filed as inactive
STEP inh – inhibitors of human striatal-enriched phosphatase STEP. P54829. recombinant STEP, OMFP fluorogenic substrate, fluorescence. inhibition, % at 20 µM. hit rate 0.25% among 360,000;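 active = inhibition at 20 µM, scaled per plate between control wells, above about 37%, limit read from the data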;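 also: 0% = DMSO with enzyme and substrate and 100% = substrate only without enzyme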
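Assay system: isolated STEP enzyme / Timing: 20 min at room temperature, dark / Doses: 20 µM, 1% DMSO / Technique: fluorescence intensity, excitation 480 nm, emission 540 nm / Reagent: fluorogenic phosphatase substrate OMFP at 25 µM final / Measure: percent inhibition scaled to no-enzyme and uninhibited-enzyme controls, plate-pattern corrected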
Numbers without * were called inactive; i = inactive; x = no result given. Compounds as they come; overall some 4.6% were active at least once.

SMILES	SKN-1 inh	TbMetRS inhib	DNMT1 block	Neddyl block	Scp-1 inhibitor	NRP1-CendR mod	SUMO1-SIM PPI	LMPTP inh	NadD inh	STEP inh
CCOC(=O)NC(=O)C(=CNc1ccccc1C)C(=O)NC(=O)OCC	10	-0.4	5	i	-6	0	6	-2.0	-5	2
Cc1cc(C)c(S(=O)(=O)Nc2cccc(S(=O)(=O)N3CCOCC3)c2)c(C)c1	2	-0.2	-3	i	-5	4	4	1.9	-3	2
Cc1ccc(NC(=O)Cn2nnc(C(=O)NCc3cccs3)c2N)cc1F	18	1.0	8	i	-7	-4	1	0.0	-6	-1
CCCCC(=O)N(C)c1c(C)nc2ccc(C(=O)NCCOc3ccc(OC)cc3)cn12	1	-0.3	14	i	x	-8	-3	-5.5	2	1
Cc1nc2cc3ccccc3cc2s1	-2	0.0	6	i	-7	14	1	1.0	0	-2
CC(NC(=O)CC(O)(C(F)(F)F)C(F)(F)F)c1ccccc1 (centres undefined)	-2	-0.2	0	i	-3	13	4	-1.7	-3	0
CCOC(=O)c1c(NC(=O)CCS(=O)(=O)c2ccccc2)sc2c1CCN(C)C2	17	-0.4	-2	i	-5	-46	-6	0.8	1	-3
CCCc1ccc(C(C)NC(=O)c2cnccn2)cc1 (centres undefined)	23	0.0	1	i	-10	-11	-3	-2.9	3	-1
COc1ccc(C(C)=O)cc1COc1nc(C)nc2ccccc12	4	0.5	0	i	-7	-5	1	-2.4	-3	-2
CC1CCN(S(=O)(=O)c2ccc(NC(=O)C3CC3)cc2)CC1	0	0.2	1	i	-7	-1	4	-1.5	1	-2
O=C(CSc1nnc(-c2cccs2)n1Cc1ccccc1)NCc1ccc2c(c1)OCO2	-14	-0.2	-1	i	3	24*	7	0.1	-1	-1
O=C(/C=C/c1ccccc1[N+](=O)[O-])Nc1cc(S(=O)(=O)N2CCOCC2)ccc1N1CCOCC1	-12	-0.1	3	i	-10	12	-33	0.5	-2	1
Cn1c(=O)oc2cc(S(=O)(=O)N3CCCC3)ccc21	-3	0.3	3	i	-12	5	7	-0.8	-4	2
O=C(O)Cn1ncn(-c2ccc(OC(F)(F)F)cc2)c1=O	5	-0.7	2	i	-5	26*	1	1.2	-2	-1
CCOC(=O)CC1c2nc3ccccc3cc2CN1C(=O)OCC (centres undefined)	-1	0.5	-1	i	x	-6	-3	-0.1	2	-3
O=C1C=CC(=O)N1c1cccc(-c2ccccc2)c1	6	-0.1	-10	i	-9	2	9	-2.1	2	2
O=C(NC1CCCCCC1)c1cc2c(=O)n3ccccc3nc2s1	14	0.1	1	x	-3	-14	-24	1.1	0	-1
Clc1nccc(N2CCN(c3ccccc3Cl)CC2)n1	-11	0.3	-2	i	-4	-1	1	0.9	3	0
Cc1c(NC(=O)C(C)OC(=O)c2ccc([N+](=O)[O-])cc2Cl)c(=O)n(-c2ccccc2)n1C (centres undefined)	15	-0.3	1	i	-6	-7	-32	-0.7	1	-2
O=C(Nc1cccc(F)c1)/C(=C\c1cccnc1)NC(=O)c1ccco1	7	0.1	-2	i	-1	-7	-1	-1.2	0	0
Cc1nc2c(-c3ccc(F)cc3)cnn2c(N)c1-c1ccccc1	16	-1.2	-4	x	-13	8	-3	2.3	-1	0
COc1ccc(N(CC(=O)NC2CC3CCC2C3)S(=O)(=O)c2ccc(C)cc2)cc1 (centres undefined)	8	-0.2	1	i	-12	14	-4	-0.1	-8	1
O=C(NCC(NS(=O)(=O)OCC(Cl)(Cl)Cl)c1ccccc1)C(F)(F)F (centres undefined)	13	-0.1	-3	i	-2	20	1	-2.3	-4	1
COC(=O)c1cc(OC)c(OC)cc1NC(=O)CCCCCN1C(=O)CCC1=O	16	1.9	-4	i	1	-6	1	-1.2	1	0
CC(C)CC(c1nnnn1C(C)(C)C)N1CCN(C2CCCC2)CC1 (centres undefined)	29	0.2	-2	i	-1	-3	-2	-3.3	-2	-5
(list continues)
SMILES	SKN-1 inh	TbMetRS inhib	DNMT1 block	Neddyl block	Scp-1 inhibitor	NRP1-CendR mod	SUMO1-SIM PPI	LMPTP inh	NadD inh	STEP inh
O=C(c1ccc(-c2ccccc2)cc1)N1CCN(c2ncccn2)CC1	12	-0.5	-1	i	3	6	2	0.3	-4	-1
CCc1nc2cccnc2n1-c1ccc(CC(=O)NCCOC)cc1	20	-1.1	1	i	-1	5	4	-0.7	-4	-2
CSc1ccc(CC(=O)N2CCC(n3nccc3NC(=O)C3CC3)CC2)cc1	3	-0.7	-1	i	-2	9	10	-1.4	0	-2
CCCC(=O)c1ccc(N2CCN(C(=O)c3cccs3)CC2)c(F)c1	11	0.1	0	i	-13	-2	5	0.7	-3	2
Cc1ccccc1-c1cc(C(=O)O)nn1CC1CC(c2cccc([N+](=O)[O-])c2)=NO1 (centres undefined)	-6	1.0	1	i	-2	10	-22	-1.3	3	-2
O=C(/C=C/c1ccc(F)cc1)NC(=S)NNC(=O)[C@H]1C[C@@H]1c1ccccc1	8	0.1	5	i	-8	2	10	-0.1	40*	1
Cn1cc(-c2ccccc2)cc(C#N)c1=O	2	-0.6	-4	x	-2	6	-11	-0.8	-4	7
NC(=O)c1c(-c2ccccc2)oc2ccc(O)cc12	10	-0.5	-1	i	-3	17	0	0.2	-1	0
COc1cccc2cc(C(C)=O)c(=O)oc12	4	-0.6	6	i	0	-2	-23	-1.4	-4	-5
COCCN(C(=O)COC(=O)Cc1c(C)nc2ccccc2c1C)c1c(N)n(CC(C)C)c(=O)[nH]c1=O	21	0.4	-1	i	7	-14	0	-0.9	3	-4
Cc1ccccc1-n1cnnc1SCC(=O)Nc1cccnc1Cl	-7	-0.6	1	i	3	-14	0	-0.8	-3	-1
COc1ccc(Cl)cc1C(=O)NCc1cn(C)nc1C	10	-1.0	-2	i	-3	7	2	-1.7	6	-1
CCn1cc(C(=O)Nc2ccc(NC(=O)c3ccco3)cc2)c(=O)c2ccc(C)nc21	-6	-1.2	-23	i	-5	-4	5	-0.1	-1	-1
COc1ccc(C(C)=O)cc1COc1ccc(Cl)c(C)c1	3	0.3	-2	i	-8	-13	0	4.0	-6	4
COc1ccc(C)cc1Nc1ncnc2c1nnn2Cc1ccccc1Cl	15	0.1	-4	x	x	4	-5	1.5	-9	0
COc1ccc(CCN(C)C2CCCN(C(=O)Cn3cccn3)C2)cc1OC (centres undefined)	5	-0.8	-1	i	4	4	-2	-1.1	1	-2
COc1ccccc1OC(=O)Cc1cccc2ccccc12	1	-0.1	-4	i	-9	13	5	1.4	-4	0
COc1ccc2c(c1)CCN1C2CCN2C(=O)CCC21 (centres undefined)	9	-1.1	-6	i	-7	8	-4	-1.4	2	0
COc1ccccc1S(=O)(=O)Cc1ccc(C(=O)N2CCN(c3ccccn3)CC2)o1	-4	-0.3	1	i	-3	-2	7	-0.3	-2	-1
Clc1ccc(-c2nc3cc(CN4CCCCC4)ccc3o2)cc1	77*	-0.8	2	i	-5	-3	5	-0.3	-11	-3
CN(C)c1ccnc(C(=O)O)c1	-8	0.4	7	i	-9	-3	-4	-0.8	1	2
O=C(NC(=S)Nc1ccc(N2CCOCC2)cc1)c1cncc(Br)c1	0	0.5	-2	i	-8	0	-1	-0.1	-5	-2
Cc1cc(C)c(S(=O)(=O)Nc2ncn[nH]2)c(C)c1	11	0.1	0	i	-5	6	1	0.2	-4	-2
COC(=O)c1cc(C(=O)N2CCN(c3ncccn3)CC2)cc([N+](=O)[O-])c1	13	-0.1	1	i	7	-7	-23	-0.9	-1	-2
CSCC[C@H](NC(=O)OC(C)(C)C)c1nnc(SCc2ccc(F)cc2)o1	11	0.7	-4	i	-2	-6	-3	0.8	-7	-2

Just SKN-1 inh and LMPTP inh (2 entries from above):
smiles	SKN-1 inh	LMPTP inh
O=C(/C=C/c1ccc(F)cc1)NC(=S)NNC(=O)[C@H]1C[C@@H]1c1ccccc1	8	-0.1
Cn1cc(-c2ccccc2)cc(C#N)c1=O	2	-0.8

Next part:
SMILES	SKN-1 inh	TbMetRS inhib	DNMT1 block	Neddyl block	Scp-1 inhibitor	NRP1-CendR mod	SUMO1-SIM PPI	LMPTP inh	NadD inh	STEP inh
O=C(Nc1ccc2c(c1)N(S(=O)(=O)c1cccs1)CCC2)c1c(F)cccc1F	-2	-0.1	-3	i	-11	-12	7	3.0	-4	-2
O=C(COC(=O)CNC(=O)c1ccccc1)Nc1ccc(S(=O)(=O)N2CCOCC2)cc1	-10	0.4	2	i	-5	-8	2	-1.8	-9	-1
CC(/C=C/c1ccccc1)=N\NC(=O)Cn1cncn1	13	-0.4	-1	i	-17	6	-12	-1.4	-12	1
CCOc1ccccc1NC(=O)N1CCC(NC(=O)c2ccccc2C)CC1	19	0.3	1	i	-3	4	-2	0.6	-4	-3
O=C(Nc1ccccc1)c1nsnc1C(=O)Nc1ccccc1	-8	-0.6	5	i	-6	7	-4	0.1	-1	-4
CS(=O)(=O)Nc1ccc(C(=O)N2CCN(c3ccccc3)CC2)cc1	-6	0.2	2	i	-6	10	-2	-1.8	-2	-2
Cc1ccc(C(=O)N/N=C\c2cccnc2)s1	16	-0.4	0	i	1	16	-14	0.2	-1	1
COc1ccc(Cl)cc1-c1noc([C@@H]2O[C@H](CO)[C@@H](O)[C@H]2O)n1	-5	-0.1	2	i	x	-3	7	-0.8	-2	1
CCOc1ccc(S(=O)(=O)NCCC(=O)N2CCCC(C)C2)cc1 (centres undefined)	13	-0.2	1	i	-6	1	-27	-9.6	4	1
COc1ccc(CCNC(=O)CN(c2ccc(OC)cc2)S(C)(=O)=O)cc1	2	-0.4	-1	i	-10	5	0	-0.4	-5	2
Cc1cccc(C)c1-n1nnnc1C1(C)CCC(=O)N1CC(F)(F)F (centres undefined)	27	-0.9	x	i	x	10	1	-0.8	-3	x
CCCCN(CC)CCCNC(=O)C1c2ccccc2C(=O)N(C)C1c1cn(C)c2ccccc12 (centres undefined)	31	-0.7	-2	i	-5	9	-4	3.5	1	-1
Cc1cc(Cl)ccc1NC(=S)NCC(O)c1ccccc1 (centres undefined)	-16	-1.3	2	i	-2	-1	2	-1.0	-6	-2
COCC(C)NS(=O)(=O)c1ccc(C(=O)NCCCn2ccc3ccccc32)cc1 (centres undefined)	-17	0.2	-2	i	-7	-4	-2	-0.3	-4	2

A few values from above:
In SUMO1-SIM PPI, COc1ccc(Cl)cc1-c1noc([C@@H]2O[C@H](CO)[C@@H](O)[C@H]2O)n1 shows 7
In NRP1-CendR mod, O=C(COC(=O)CNC(=O)c1ccccc1)Nc1ccc(S(=O)(=O)N2CCOCC2)cc1 shows -8
In LMPTP inh, Cc1cccc(C)c1-n1nnnc1C1(C)CCC(=O)N1CC(F)(F)F (centres undefined) shows -0.8
In TbMetRS inhib, O=C(Nc1ccc2c(c1)N(S(=O)(=O)c1cccs1)CCC2)c1c(F)cccc1F shows -0.1

Assay outcomes (PubChem)
